High-throughput results from PubChem BioAssay.
NCI-60 one-dose screen, 48 h, at 10 µM unless noted. Numbers give growth in % (100 = growth as untreated, 0 = no growth, -100 = all killed).
OVCAR-5 = OVCAR-5 ovarian cancer. hit rate 2.9% among 82,000. AID 1794783
OVCAR-4 = OVCAR-4 ovarian cancer cells; AID 1794784; hit rate 3.7% among 80,000
PC-3 = PC-3 prostate cancer cells. AID 1794754. hit rate 3.9% among 80,000
OVCAR-8 = OVCAR-8 ovarian cancer; hit rate 4.4% among 81,000; AID 1794782
OVCAR-3 = OVCAR-3 ovarian cancer. hit rate 7% among 79,000. AID 1794787
SK-OV-3 = SK-OV-3 ovarian cancer cells | hit rate 3.2% among 80,000
IGROV1 = IGROV1 ovarian cancer; AID 1794786; hit rate 4.7% among 79,000
DU-145 = DU-145 prostate cancer; AID 1794760; hit rate 4.2% among 81,000
* marks the source's active call; other numbers are inactive results; / = not tested or not shown. Rule for the calls: active = growth percent below 10; inactive = the rest.

SMILES	OVCAR-5	OVCAR-4	PC-3	OVCAR-8	OVCAR-3	SK-OV-3	IGROV1	DU-145
Cc1nnc2c3nnc(-c4ccccc4C(=O)O)n3c3ccccc3n12	97	102	91	103	122	104	111	126
O=C(Nc1ccc(C(F)(F)F)cc1)Nc1ncccc1OCc1ccccc1	85	64	56	73	61	81	76	88
COc1cccc2c1CN(C(=O)c1ccc(O)c(C(=O)N3Cc4ccc(OCCC[P+](c5ccccc5)(c5ccccc5)c5ccccc5)cc4C3)c1)C2	123	84	72	79	/	112	44	89
Cc1ccc(-n2nc(C)c(N=Nc3ccccc3)c2C)cc1	82	84	69	97	84	113	87	96
CC(C)OCCCNCC(=O)Nc1ccc(S(=O)(=O)c2ccc(NC(=O)CNCCCOC(C)C)cc2)cc1	116	/	87	105	105	111	76	113
N#C/C(=C\c1ccc(Br)cc1)n1nnc2c(F)cccc21	1.2*	14	4.3*	7.8*	-51*	41	-24*	5.4*
O=C1OCCN1CCn1ccnc1[N+](=O)[O-]	113	110	106	106	142	118	111	113
CCOc1ccc2nc(NC(=O)CSC(=S)N3CCN(c4ccccc4)CC3)sc2c1	99	100	84	112	113	107	102	112
O=P1(O)Cc2ccccc2-c2ccccc21	101	104	99	106	110	109	128	106
COc1cc2c(cc1OC)N(CCO)C1=C(C(=O)OC1)C2c1ccc(Cl)c(Cl)c1 (stereo unspecified)	111	104	99	103	112	106	110	109

Three compounds already listed, ordered by SMILES length, largest number first.
SMILES	OVCAR-5	OVCAR-4	PC-3	OVCAR-8	OVCAR-3	SK-OV-3	IGROV1	DU-145
N#C/C(=C\c1ccc(Br)cc1)n1nnc2c(F)cccc21	1.2*	14	4.3*	7.8*	-51*	41	-24*	5.4*
Cc1ccc(-n2nc(C)c(N=Nc3ccccc3)c2C)cc1	82	84	69	97	84	113	87	96
O=C1OCCN1CCn1ccnc1[N+](=O)[O-]	113	110	106	106	142	118	111	113

Later entries:
SMILES	OVCAR-5	OVCAR-4	PC-3	OVCAR-8	OVCAR-3	SK-OV-3	IGROV1	DU-145
O=S(=O)(NCCCNc1nccc(-c2c(-c3cccc(F)c3)nc3occn23)n1)c1ccccc1	107	84	61	81	92	84	60	85
S=C(Cc1cccnc1)N1CCOCC1	96	105	103	92	110	95	99	105
NC(=S)NNC(N)=S	102	90	100	105	103	110	111	103
O=C1c2ccccc2Cc2cccc(Cl)c21	94	108	93	108	108	98	89	/
CC/C=C\C[C@H](O)C/C=C1/C(=O)C=C[C@@H]1C/C=C\CCCC(=O)OCCS(=O)(=O)c1ccccc1	121	84	63	26	21	104	100	48
O=C(c1cccc(F)c1)n1ccc2cc(NC(=S)NCCCl)ccc21	106	85	91	95	110	108	103	103
c1ccc2c(c1)NC1(CCSCC1)n1nccc1-2	99	103	87	103	101	101	95	103
Cc1ccc(C(NC(=O)c2ccccc2)c2ccc3cccnc3c2O)cc1 (stereo unspecified)	45	20	26	/	31	19	17	21
Cc1ccc(-c2csc(NC(=O)c3cc(-c4ccc(Cl)cc4)nc4ccccc34)n2)cc1	103	96	78	96	91	87	85	97
Cc1nc2sc(C(=O)Nc3ccc(S(=O)(=O)Nc4ncccn4)cc3)c(N)c2c(C)c1Br	99	108	107	104	105	100	108	100
N=C1C=C(N)C(=O)c2ccccc21	-86*	-100*	-7.0*	-20*	-88*	-87*	-38*	-100*
Cc1cnc(SCc2ccccc2)[nH]c1=O	111	108	103	97	111	100	114	109
CC1(C)OC(=O)C(=Cc2cccc(Br)c2)C(=O)O1	117	114	89	98	107	109	102	112
Cc1c(Cc2ccccc2)c(=O)oc2c(C)c(OCc3n[nH]c(=S)o3)ccc12	90	44	11	31	75	87	67	19
CC(C)(C)C(=O)/C=C/c1ccc(Br)cc1	109	103	105	102	112	122	107	103
CN(C)C1(C2c3ccccc3-c3ccccc32)c2ccccc2-c2ccccc21	91	95	82	97	101	110	103	97
Cc1ccc(-c2nn(-c3ccccc3)cc2/C=C/C(=N/NC(N)=S)c2cc3ccccc3oc2=O)cc1	110	103	87	88	109	118	88	107
Nc1nc(C(=O)N/N=C/c2ccc(O)cc2)nn1-c1ccc(S(N)(=O)=O)cc1	106	117	99	98	104	103	103	104
COc1ccc(/C=N/NC(=O)c2cn(C3CC3)c3c(OC)c(N4CC5CCCNC5C4)c(F)cc3c2=O)cc1 (stereo unspecified)	98	88	75	95	83	102	75	94
Cc1csc(C#Cc2cncc(O)c2)n1	91	125	106	102	111	108	-14*	116
N#C/C(=C\c1ccc(-c2cc(Cl)ccc2Cl)o1)c1nc2ccccc2c(=O)[nH]1	98	110	91	100	108	107	85	111
COc1ccc(NC(=O)c2sc3nc(C(C)C)ccc3c2N)cc1	83	57	72	89	94	98	100	79
CC(C)(C)C(=O)N1CC(=O)N2c3ccccc3C(=O)C3C=CC2(C1)O3 (stereo unspecified)	115	120	93	103	109	107	104	105
COc1ccc2c(c1)N(CCO)C1=C(C(=O)OC1)C2c1ccc(OC)c(OC)c1 (stereo unspecified)	48	65	38	49	-18*	41	53	56
COc1cc(C)cc(C(O)Cc2cccc(-c3ccc(N(C)C)nc3)n2)c1 (stereo unspecified)	107	89	98	96	103	106	118	101
Cc1ccn2ccnc2c1	104	112	92	105	102	94	108	111
COc1ccc(CCn2c(=N)c(C(=O)NCc3cccnc3)cc3c(=O)n4cccc(C)c4nc32)cc1	102	86	82	74	75	97	86	85
CCN(CCO)C(c1ccc(Cl)cc1)C(O)c1ccc(Cl)cc1 (stereo unspecified)	86	92	83	112	98	94	102	104
O=C(O)CCCCCCNC(=O)c1nc(-c2ccccc2)n(-c2ccc(Cl)cc2)n1	108	100	103	101	114	106	108	112
O=C1C=Cc2ccccc2/C1=C\c1sc(NC(=O)c2ccccc2)nc1O	110	87	89	98	114	85	101	109

Random excerpt: six compounds from above.
SMILES	OVCAR-5	OVCAR-4	PC-3	OVCAR-8	OVCAR-3	SK-OV-3	IGROV1	DU-145
NC(=S)NNC(N)=S	102	90	100	105	103	110	111	103
CC(C)(C)C(=O)/C=C/c1ccc(Br)cc1	109	103	105	102	112	122	107	103
Cc1ccc(-c2csc(NC(=O)c3cc(-c4ccc(Cl)cc4)nc4ccccc34)n2)cc1	103	96	78	96	91	87	85	97
COc1ccc2c(c1)N(CCO)C1=C(C(=O)OC1)C2c1ccc(OC)c(OC)c1 (stereo unspecified)	48	65	38	49	-18*	41	53	56
Cc1ccn2ccnc2c1	104	112	92	105	102	94	108	111
CC/C=C\C[C@H](O)C/C=C1/C(=O)C=C[C@@H]1C/C=C\CCCC(=O)OCCS(=O)(=O)c1ccccc1	121	84	63	26	21	104	100	48

Remaining list, next part
SMILES	OVCAR-5	OVCAR-4	PC-3	OVCAR-8	OVCAR-3	SK-OV-3	IGROV1	DU-145
O=C(O)CCC(=O)c1cccs1	96	102	98	105	103	104	94	112
CCN(CC)C(=O)c1ccccc1-c1ccccc1C(=O)O	87	103	95	120	105	120	106	110
CCOC(=O)C1(CC(C)C)CCOC1=O (stereo unspecified)	97	96	93	94	104	101	119	105
Cc1ccc(-c2ccc(SCC(=O)NCCc3ccc(S(N)(=O)=O)cc3)nn2)cc1	96	72	76	77	125	76	74	90
Fc1ccc(Nc2csc(Nc3cnccn3)n2)cc1Cl	100	102	89	100	101	99	89	102
COc1ccc(CN2CC(C#N)C(O)C2=O)cc1OC (stereo unspecified)	111	116	102	103	111	/	114	112
CC1(C)OC[C@H]([C@@H]2OC(=C(c3ccccc3)c3ccccc3)[C@@H]3OC(C)(C)O[C@H]23)O1	90	103	80	112	101	102	89	114
COc1ccc(Cn2nc(-c3cc(OC)c(OC)c(OC)c3)c3c2CCc2cnoc2-3)cc1	86	77	83	124	101	112	96	94
CC(=O)[C@H]1CC[C@H]2[C@@H]3C=CC4=CC(=O)CC[C@@]4(C)[C@@H]3CC[C@]12C	103	102	95	116	112	118	/	119
COc1cccc(-c2c(C#N)c(-c3ccc(C)cc3)nc3c2c(-c2ccccc2)nn3-c2ccccc2)c1	102	99	104	103	104	108	100	104

Grouped by structure, the compounds so far containing a cyano group
SMILES	OVCAR-5	OVCAR-4	PC-3	OVCAR-8	OVCAR-3	SK-OV-3	IGROV1	DU-145
N#C/C(=C\c1ccc(Br)cc1)n1nnc2c(F)cccc21	1.2*	14	4.3*	7.8*	-51*	41	-24*	5.4*
N#C/C(=C\c1ccc(-c2cc(Cl)ccc2Cl)o1)c1nc2ccccc2c(=O)[nH]1	98	110	91	100	108	107	85	111
COc1ccc(CN2CC(C#N)C(O)C2=O)cc1OC (stereo unspecified)	111	116	102	103	111	/	114	112
COc1cccc(-c2c(C#N)c(-c3ccc(C)cc3)nc3c2c(-c2ccccc2)nn3-c2ccccc2)c1	102	99	104	103	104	108	100	104

(more compounds)
SMILES	OVCAR-5	OVCAR-4	PC-3	OVCAR-8	OVCAR-3	SK-OV-3	IGROV1	DU-145
NC1=C(O)C(=O)C(c2ccccc2)O1 (stereo unspecified)	94	101	97	101	104	103	104	109
CC(=O)C1C2(O)OC(=O)CC2=C2C(=O)OC(=O)C2C1(C)O (stereo unspecified)	102	110	87	101	108	97	103	112
CCC1(c2ccccc2)NC(=O)N(C)C1=O (stereo unspecified)	92	104	102	101	106	110	104	109
NNCc1ccccc1Cl	110	99	99	100	100	111	111	115
CN(CCCO)CCCO	112	103	106	98	108	98	115	116
C/C(=N/NC(N)=O)c1ccc([N+](=O)[O-])o1	101	122	97	114	100	118	120	110
Cc1coc(NS(=O)(=O)c2ccc(N=Nc3c(N)nc(N)nc3N)cc2)c1C	106	108	88	99	101	96	99	103
Nc1cc2c(cc1Cl)-c1ccc([N+](=O)[O-])cc1/C2=N\O	145	89	52	100	87	97	57	63
CCOC(=O)/C(C#N)=C(O)\C(=C\c1ccc(Cl)cc1)NC(=O)c1ccc(NC(C)=O)cc1	96	99	103	104	111	88	103	106
CCCCN(CCCC)CC(=O)c1ccc2cc(Br)c3ccccc3c2c1	107	105	84	98	95	99	102	110
CC(=O)OCC1OC(OC2=C(CC=C(Cl)Cl)C(=O)c3ccccc3C2=O)C(OC(C)=O)C(OC(C)=O)C1OC(C)=O (stereo unspecified)	105	-34*	47	18	46	96	83	104
c1ccc(C2=NC(c3ccccc3)C(c3ccccc3)N2)cc1 (stereo unspecified)	95	106	72	104	112	102	109	111
COC(=O)c1ccc2c(c1)C(=O)N(Cc1ccccc1)C2=O	105	98	93	97	107	100	104	105
CCCN(CCC)c1ncnc2[nH]ncc12	97	111	96	97	102	116	113	106
Cc1cc(OCc2cccc(-c3ccc4c(c3)OCCO4)c2C)cc(OCc2cccc(C#N)c2)c1C=O	94	96	100	95	106	113	103	103
CC1=C(C(=O)Nc2nc(-c3ccc(Cl)cc3)cs2)[C@H](c2ccc(O)cc2)N=C(N)N1	96	94	74	97	100	93	101	99
COC(=O)C1=C(C)Nc2ncnn2C1c1ccccc1 (stereo unspecified)	111	105	98	105	114	98	106	122
C/C(=N/O)c1ccc2c(c1)CCCC2	100	93	101	105	105	108	101	106
CNC(=O)c1cccc(Cn2nc(C)c(NC(=O)c3ccc(COc4ccc(C(F)(F)F)cc4C)cc3)c2C)n1	104	38	35	36	35	74	65	61
CCCCC(CC)COC(=O)CC(C(=O)OCC(CC)CCCC)S(=O)(=O)O (stereo unspecified)	97	106	99	115	120	109	109	119
COc1ccc(C(=O)/C=C/c2ccc(C(C)C)cc2)cc1	123	65	83	79	96	120	99	95
O=C(O)CCCNC(=O)OCc1ccccc1	99	111	99	102	117	88	99	113
S=C(NCc1ccccc1)C(=S)NCc1ccccc1	112	89	78	105	114	116	120	107
Cc1[nH]c2ccc([N+](=O)[O-])cc2c1C	97	103	90	105	116	105	112	104
CCOC(=O)c1ccccc1OCC	101	103	97	113	107	99	107	107
Cc1cccc(-c2cn3ccnc3c(-c3ccc4ncn(Cc5ccccc5)c4c3)n2)c1	93	81	75	88	86	102	90	86
Nc1cccc2c1C(=O)c1c(N)cccc1C2=O	96	101	86	94	96	92	107	91
Cc1ccc(F)cc1NC(=O)c1cc(Cl)ccc1Nc1ccccc1	70	52	23	27	53	83	71	70
CC1(C)CC(=O)c2cnc(Nc3ccc(S(N)(=O)=O)cc3)nc2C1	101	104	99	99	105	110	115	110
O=C(NC1CC1)C1CN(c2cccc(Cl)c2)N(c2cccc(Cl)c2)C1=O (stereo unspecified)	77	70	61	90	89	99	67	94
CCCCCCCCCCCC1=NCC(CC(C)CC(C)(C)C)O1 (stereo unspecified)	93	114	/	114	114	102	83	117
Cc1cc(C)cc(NC(=O)Cn2cc(COn3nnc4ccccc43)nn2)c1	102	109	98	104	129	103	104	111
CC1=CSc2ncnc3ncn1c23	101	108	97	99	111	101	110	120
COC(=O)C(Cl)(Cl)N=Nc1c(Cl)cc(Cl)c(C)c1Cl	112	103	78	101	86	104	/	75
O=C1C(=O)N(c2ccc(C(=O)O)cc2)C(c2ccccc2)/C1=C(/O)c1ccccc1 (stereo unspecified)	99	104	97	99	108	113	106	97
CCOc1ccccc1-n1c(CN2CCN(C(=O)COc3ccc(CNCCCCCCN4C5CCCC4CC(OC(=O)Nc4cc(C)ccc4OC)C5)cc3)CC2)nc2ccccc2c1=O (stereo unspecified)	-91*	-85*	-86*	-88*	-92*	-99*	-77*	-98*
O=C(Nc1cccc2ccccc12)c1cc2c(cc1Br)OCO2	97	83	/	106	104	81	/	103
CSc1nc(S(C)(=O)=O)nc2[nH]c(=O)[nH]c12	96	117	106	108	115	115	/	116
[O-][n+]1onc(-c2ccccc2)c1Nc1ccccc1Br	101	94	89	92	/	103	81	101
CCC(C)(C)c1ccc(OCCO)cc1	108	110	100	95	102	100	111	105
NS(=O)(=O)c1ccc(NC(=O)Nc2nnc(-c3ccc(F)cc3)s2)cc1	108	102	108	109	111	117	105	111
O=c1cc(CNc2cc(F)cc(F)c2)c2ccc(I)cc2[nH]1	64	60	27	53	11	39	46	38
